# ATXN2 expr inh – reduces ATXN2 reporter expression in HEK-293 cells. Potency, µM (titrated, usually from 57 µM), for inactives: at the top dose activity change, negative = inhibition, usual class: inhibitors. HEK-293 ATXN2-luciferase reporter, luminescence, 24 h. 360,000 tested, 0.72% active; further: potency means the concentration at half of the fitted maximal effect; on the % scale 0 is the no-effect control and ±100 the full control effect; nearly all actives have a fitted effect of over 55% in size
#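 qHTS (up to 57 uM final) was run with 24 h compound exposure of reporter cells at 37 °C. Each well was multiplexed: SteadyGlo luminescence measured ATXN2-luciferase expression after a fluorogenic Gly-Phe-AFC viability readout (25 uM final).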
# HT1080 IDH1KD tx – toxicity to HT-1080 IDH1 knockdown cells (counter line). HT-1080 IDH1 knockdown viability, ATP luminescence, 48 h. Potency, µM (series often up to 46.1 µM), for inactives: top-dose activity, negative = toxicity, usual class: cytotoxic. 360,000 tested, 2% active. AID 686971;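 further: potency means the concentration at half of the fitted maximal effect; 0% = DMSO wells and -100% = cell-free medium wells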
#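 Assay cells: HT-1080 with IDH1 knockdown, 750 per well, RPMI/5% FBS. Exposure: 48 h at 37 °C following 2 h pre-incubation. Read: CellTiter-Glo luminescence; fitted concentration-response, curve class assigned.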
# KB-V1 MDR tox – KB-V1 MDR subline cytotoxicity. KB-V1 MDR cells viability, CellTiter-Glo, 72 h. Potency, µM (doses to about 46.1 µM), for inactives: at the highest dose activity change, negative = cytotoxicity, most hits filed as cytotoxic. 400,000 tested, 3.4% active; further: potency means the concentration at half of the fitted maximal effect; on the % scale 0 is the no-effect control and ±100 the full control effect; nearly all actives have a fitted effect of over 60% in size
#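 Luminescent ATP read-out (CellTiter-Glo, 10 min) measures survival of drug-selected KB-V1 MDR cells after 72 h, 37 degrees C compound exposure. Medium: phenol-red-free DMEM, 10% FBS. Values from fitted concentration-response curves.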
# SW480 rerep – induces DNA re-replication in SW480 colon adenocarcinoma cells | SW480 DNA re-replication, Hoechst DNA content imaging, 48 h | Potency, µM (highest dose often 46.1 µM), without a hit: at the highest dose re-replication activation, hits mostly activators | 340,000 tested, 1.8% active | AID 624297; further: potency means the concentration at half of the fitted maximal effect; % of control where 0% means no effect; nearly all actives have a fitted effect of over 55% in size
#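 250 cells/well; 23 nL cpd via pin tool; 48 hr, 37 C, 5% CO2; Hoechst 40 min; imager read of total nuclear intensity, ex 405/em 500-530 nm.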
# IL-1B inflam inh – blocks inflammasome-driven IL-1 beta release. THP-1 LPS/ATP IL-1B secretion, AlphaLISA, 16 h; active compounds read low. activity change, % at 57.5 µM. 360,000 tested, 4.7% active. AID 743279; in the data active means activity change below about -50%; inconclusive means mostly about -30% to -49%; further: on the % scale 0 is the no-effect control and ±100 the full control effect
#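 Secreted IL-1B measured by AlphaLISA bead assay after 16 h compound exposure of THP-1 cells; compounds (final up to 57.5 uM) added 1 h before LPS (250 ng/mL) and ATP (1.25 mM) stimulation; lower signal means less secretion.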
# MCF10A rereplic – induces DNA re-replication in MCF 10a normal breast cells. MCF 10A DNA re-replication, Hoechst nuclear intensity, 48 h. 350,000 tested, 2.9% active. Potency, µM (highest dose often 46.1 µM), for inactives: at the highest dose activity, positive = re-replication, actives largely listed as activators; further: potency means the concentration at half of the fitted maximal effect; % of control where 0% means no effect; nearly all actives have a fitted effect of over 50% in size
# S2 tox – viability counter-screen for ATXN expression inhibitors; S2 cells (HEK-293 line with an ATXN2-luciferase reporter) viability, CellTiter-Fluor protease fluorescence, 24 h; Potency, µM (highest dose often 56.7 µM), usual class: cytotoxic; 400,000 tested, 0.49% active; AID 651635; further: potency means the concentration at half of the fitted maximal effect; nearly all actives have a fitted effect of over 40% in size
# HT1080-NT tox – kills 2HG-producing HT-1080-NT fibrosarcoma cells | HT-1080-NT fibrosarcoma viability, CellTiter-Glo ATP luminescence, 48 h | Potency, µM (doses to about 46.1 µM), without a hit: at the highest dose activity, negative = less viability, usual class: cytotoxic | 360,000 tested, 1.6% active;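 further: NT is the 2HG producing partner of a matched IDH1 knockdown line; potency means the concentration at half of the fitted maximal effect; 0% = DMSO-treated cells and -100% = media-only wells without cells; nearly all actives have a fitted effect of over 55% in size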
#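 HT-1080-NT fibrosarcoma cells (2HG-overproducing), 750 cells/well in RPMI with 5% FBS, dosed after 2 h and incubated 48 h at 37C. CellTiter-Glo luminescence normalized to DMSO and no-cell wells; concentration-response curves fitted and classed.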
# KB-3-1 tox – kills parental KB-3-1 adenocarcinoma cells; KB-3-1 viability, CellTiter-Glo ATP luminescence, 72 h; Potency, µM (top dose mostly 46.1 µM), inactives show at the top dose activity change, negative = cytotoxic, actives largely listed as cytotoxic; 400,000 tested, 1.4% active; AID 1347075; further: potency means the concentration at half of the fitted maximal effect; on the % scale 0 is the no-effect control and ±100 the full control effect; nearly all actives have a fitted effect of over 60% in size
#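 72 h, 37 °C compound treatment of KB-3-1 parental cells; CellTiter-Glo added, 10 min, luminescence read. Data corrected against DMSO-only plates and normalized before curve fitting.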
# * marks the source's active call; other numbers are inactive results; i = inactive; ? = inconclusive; . = no result given; [ ] = dose if it differs, or a comment. Unless noted, the call rests on the fitted dose curve; in most records, active means well fitted curve in the direction sought with a large enough effect; inconclusive means small, poorly fitted or top-dose-only effect, or another doubt; inactive means no such curve, though single readings can be large; an effect the other way counts as inactive or inconclusive.
mol	ATXN2 expr inh	HT1080 IDH1KD tx	KB-V1 MDR tox	SW480 rerep	IL-1B inflam inh	MCF10A rereplic	S2 tox	HT1080-NT tox	KB-3-1 tox
O=C(Nc1ccccc1OC(F)F)c1ccc(Br)o1	3.8%	18.4%	13.4%	-0.8%	21.1	6.9%	?	17.2%	-1.2%
O=C(Nc1ccc(Cl)cc1)c1cc(S(=O)(=O)N2CCCCC2)ccc1N1CCOCC1	.	-3.7%	-7.3%	.	-11.5	.	?	-6.9%	0.6%
COc1ccccc1N1CCN(C(=O)c2ccc(Cl)c(S(=O)(=O)N3CCCC3)c2)CC1	-31.1%	-0.5%	?	3.0%	-16.4	?	i	-8.7%	-16.6%
CCCN1CCC(NC(=O)C2CCN(C(C)=O)CC2)CC1	13.9%	8.7%	-2.1%	1.6%	2.5	-1.2%	i	7.3%	-5.8%
CCc1nnc(NC(=O)CSc2nc(-c3ccccc3)nc3ccccc23)s1	-23.8%	-0.7%	1.8%	-4.0%	10.3	5.9%	i	-2.5%	8.3%
CNc1nc(SC)nc(N(C#N)CC(=O)OC)n1	1.0%	-1.8%	5.9%	-2.6%	10.0	18.8%	i	-3.4%	-3.3%
COC(=O)c1ccc(C(=O)Nc2ccc(-c3nc4cc(NC(=O)c5ccc(C(=O)OC)cc5)ccc4o3)cc2)cc1	-2.2%	.	0.0%	.	.	.	i	.	7.6%
CSc1ncc2c(n1)-c1cc(C)ccc1SC2	-34.1%	?	6.2%	24.8%	-12.0	?	i	?	?
O=C(COc1ccc(Br)cc1Cl)NC(=S)N1CCc2ccccc21	?	6.6%	27.1%	1.3%	46.9	?	?	-1.2%	-17.2%
CCSc1ccccc1C(=O)NCCCn1ccnc1	23.6%	13.5%	12.4%	0.5%	-8.9	-0.4%	i	25.0%	0.4%
N#Cc1ccccc1N/C=C/C(=O)c1ccc(Cl)cc1	-2.8%	-19.4%	?	-5.3%	-6.3	4.8%	i	-12.0%	1.6%
O=C(COC(=O)/C=C/c1ccc(S(=O)(=O)N2CCOCC2)cc1)NCc1ccc2c(c1)OCO2	-3.9%	-19.4%	1.6%	-4.8%	-10.7	?	i	-7.9%	-6.7%
CNc1c(NS(=O)(=O)c2cc(Cl)ccc2OC)c(=O)oc2ccccc12	-1.9%	-3.9%	-3.6%	-2.2%	-5.3	4.2%	i	-14.0%	-2.7%
CCOc1ccc(N(CC)S(=O)(=O)c2cc(Br)cc3c2N(C(C)=O)C(C)C3)cc1 (stereo not given)	-9.0%	.	-19.7%	.	.	.	i	.	?
COc1ccc(C(=O)Nc2ccccc2)cc1S(=O)(=O)NCc1ccco1	-8.4%	-3.1%	-1.1%	-16.5%	-4.9	0.6%	i	0.0%	-8.1%
Cc1onc(-c2c(Cl)cccc2Cl)c1C(=O)N=C(N)N1CCCC1	-11.5%	-3.3%	-6.1%	1.3%	45.5	4.2%	i	0.0%	0.0%
N#CCCN(C(=O)COC(=O)c1ccc2ccccc2n1)c1ccccc1	4.8%	0.0%	?	-22.9%	6.2	-1.8%	i	-1.4%	14.8%
CCOC(=O)Nc1ccc2c(c1)N(C(=O)N1CCN(C)CC1)c1ccccc1S2	-4.3%	-2.0%	-15.4%	-1.8%	-14.5	-177.4%[0.0737 µM]	i	-18.4%	-14.2%
O=C(O)CN1CCN(Cc2cccc(Cl)c2)C1=O	5.6%	7.6%	2.5%	-1.6%	1.2	-0.1%	i	7.1%	7.9%
COC(=O)C1C=CC(OC2OC(COC(C)=O)C(OC(C)=O)C(OC(C)=O)C2OC(C)=O)n2c(=O)n(-c3ccccc3)c(=O)n21 (stereo not given)	?	5.8µM*	5.17µM*	?	-10.2	1.64µM*	?	?	?
Cc1ccc(NC(=O)C(=O)NN)cc1	14.4%	3.0%	-9.2%	3.3%	-26.2	-0.4%	i	-4.3%	-1.1%
OC(c1ccc(Cl)c(Cl)c1)c1ncc(-c2ccccc2F)[nH]1 (stereo not given)	-6.2%	-29.9%	-0.8%	.	-6.0	.	i	-24.1%	0.0%
O=C(Cc1ccc(-c2ccccc2)cc1)NC1CCCC1	-16.6%	1.5%	-3.2%	1.3%	2.3	1.4%	i	-0.6%	-3.7%
Cn1c(SCC(=O)NC2CCCCC2)nc2c(c1=O)SCC2	.	1.3%	?	.	20.0	.	i	5.3%	14.1%
COc1ccc(N(CC(=O)N2CCOCC2)S(C)(=O)=O)c(OC)c1	-4.2%	12.3%	15.5%	-33.6%[inhibitor]	-5.2	9.7%	i	-0.9%	2.7%
N#CCCN(C(=O)COC(=O)CNC(=O)c1cccs1)c1ccc(F)cc1	7.9%	-5.5%	?	-2.3%	-5.9	-1.2%	i	0.4%	4.5%
CC(C)(CNC(=O)c1ccc(S(=O)(=O)Nc2cccc(C(F)(F)F)c2)cc1)N1CCOCC1	.	-10.9%	21.8%	-9.6%	12.0	?	.	0.3%	-13.4%
O=C(CSc1nnnn1Cc1ccccc1)NCC(=O)c1ccccc1	5.4%	9.7%	?	-1.1%	6.6	-11.1%	i	0.0%	2.7%
Cc1sc(-n2c(C)cc(/C=N/n3cnnc3)c2C)c(C#N)c1C	-3.3%	?	?	6.9%	0.0	9.9%	i	-20.8%	1.3%
Cc1ccc(S(=O)(=O)C(CNC(=O)C(=O)NCc2ccccc2C)c2cccs2)cc1 (stereo not given)	-15.6%	.	-9.4%	.	.	.	i	.	-11.9%
COc1cccc(N2CCN(C(=O)CN(c3ccc(C)cc3)S(=O)(=O)c3c(C)n[nH]c3C)CC2)c1	-21.7%	-9.1%	-2.9%	-1.1%	0.1	7.2%	i	-4.7%	?
C[C@@H](c1ccccc1)N1C[C@@H](COCc2ccccc2)Oc2cc(N3CC[C@@H](N(C)C)C3)ccc2S1(=O)=O	28.2µM*	23.1µM*	?	.	-11.9	.	20µM*	18.4µM*	?
S=C(Nc1ccc(Cl)cc1Cl)NC1CCCCC1	47.5%[activator]	-22.8%	-26.0%	3.0%	-17.3	-0.8%	i	?	-25.5%
COc1ccc2c(-c3ccccc3)cc(=O)[nH]c2c1	2.2%	-23.7%	0.6%	-0.3%	27.4	1.0%	i	0.8%	2.7%
CCCC[C@H]1COCCS(=O)(=O)N1Cc1ccc(C)cc1	-18.3%	-5.6%	16.4µM*	-5.0%	.	-0.9%	i	-2.0%	16.4µM*
COc1ccc(C(=O)Nc2ccc(NC(=O)c3cccs3)cc2)cc1Cl	.	-1.2%	-4.2%	-30.8%[inhibitor]	6.1	-15.6%	?	-1.3%	1.8%
CC1CCN(S(=O)(=O)c2csc(C(=O)Nc3ccccc3)c2)CC1	-10.0%	-3.6%	?	-3.6%	?	-3.9%	i	-6.0%	15.0%
C=CCNC(=O)CCCC(=O)NCC=C	?	12.5%	11.9%	1.9%	0.0	1.9%	i	18.5%	6.6%
COc1ccc(N(Cc2cc3ccccc3[nH]c2=O)S(=O)(=O)c2ccc(C)cc2)cc1	-8.6%	2.0%	-26.6%	14.0%	-13.6	-1.4%	i	0.0%	?
O=c1[nH]c2cc3c(cc2cc1CN(CCCO)C(=S)NCc1ccco1)OCO3	.	-1.9%	-17.9%	0.8%	-6.6	7.9%	i	-8.0%	-15.0%
COC(=O)CSc1nnc(-c2ccc(OC)cc2OC)o1	-14.3%	-23.5%	2.6%	2.6%	17.2	-4.4%	i	-13.2%	5.0%
CCC(=O)Nc1nc2ccc(NC(C)=O)cc2s1	51.3%[activator]	10.7%	2.3%	-4.8%	9.8	1.3%	i	16.5%	7.4%
COc1cc2ccccc2cc1C(=O)Nc1cccc(-c2nc3cc(C)c(C)cc3o2)c1	14.2%	.	4.9%	.	.	.	i	.	8.1%
Cc1ccc(C(=O)N2CCN(C)CC2)cc1S(=O)(=O)N1CCCCC1	-5.9%	-14.5%	?	-2.8%	21.9	-0.5%	i	-4.3%	-9.7%
CN(C(=O)c1ccccc1F)C(c1ccccc1)c1ccccc1	-18.6%	-6.9%	-13.5%	?	-9.8	?	i	-2.1%	-27.9%
Cc1ccc(-c2csc(N(Cc3ccccc3)C(=O)COc3ccccc3)n2)cc1	-4.1%	-6.9%	-7.3%	-1.8%	-10.6	2.5%	i	-11.5%	-1.1%
Cc1ccc(Cl)cc1NC(=O)NCc1ccccn1	-3.6%	15.9%	3.3%	-5.5%	-27.0	20.0%	i	-1.9%	20.2%
COc1cccc2cc(C(=O)CC3(O)C(=O)N(Cc4ccccc4)c4ccccc43)c(=O)oc12 (stereo not given)	3.1%	-2.1%	2.8%	0.1%	3.6	0.2%	i	-13.5%	-1.1%
CCC(CC)NCC(O)COc1ccc(Br)cc1 (stereo not given)	?	-16.4%	?	-1.6%	-52.2*	0.3%	i	-0.2%	-0.3%
CN(c1ccccc1)S(=O)(=O)c1ccc(C(=O)Nc2nnc(-c3ccco3)o2)cc1	?	?	?	20.6µM*	22.1	2.7%	i	-14.9%	?

# (list continues)
mol	ATXN2 expr inh	HT1080 IDH1KD tx	KB-V1 MDR tox	SW480 rerep	IL-1B inflam inh	MCF10A rereplic	S2 tox	HT1080-NT tox	KB-3-1 tox
COC(=O)c1ccc(S(=O)(=O)NCc2ccccn2)n1C	.	-5.6%	4.6%	-11.3%	8.3	1.1%	i	-6.2%	-1.1%
CCN(CC(=O)Nc1c(F)cccc1F)C(=O)c1ccc2ncsc2c1	-5.6%	0.0%	10.0%	0.6%	17.6	-0.7%	i	1.0%	14.5%
CCc1c(C(=O)NC2CCCc3ccccc32)[nH]c(C)c1C(C)=O (stereo not given)	.	-18.6%	0.0%	1.7%	42.5	-4.5%	?	?	?
CO[C@H]1CN(C)C(=O)c2ccc(NC(=O)C3CCC3)cc2OC[C@H](C)N(Cc2ccccn2)C[C@@H]1C	.	20.5%	-6.4%	.	31.5	.	.	18.2%	-3.8%
